Assay outcomes from PubChem BioAssay.
E-selectin induc: induces E-selectin expression in human endothelial cells. activation, % at 7.58 µM. AID 686992. HUVEC E-selectin immunofluorescence imaging; normalized: neutral wells 0, TNF-alpha wells 100. P16581. 0.37% of 260,000 active;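 active means mean E-selectin-positive cell signal at least 10% of the positive control, reached in at least 60% of replicates, without over 20% cell loss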;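 further: in these data hits start at about 27%; measured in HUVEC primary endothelial cells; signal is the percent of cells scored E-selectin positive by PE staining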
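Test system – human umbilical vein endothelial cells (HUVEC), E-selectin induction · Input – 3,000 HUVEC seeded per well · Buffer or medium – EGM-2, gelatin · Compound dosing – single-point compound dose · Detection – immunofluorescence imaging · Measure – percent E-selectin-positive cells · Controls – TNF-alpha high, DMSO low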
esBAF inh: inhibitors of esBAF chromatin remodeling in mouse ES cells; AID 602393; Bmi1-luciferase knock-in reporter, 24 h; 100% = twice the neutral-well signal; reporter increase, % at 12.5 µM; 2% of 350,000 active; in the data active means activation above about 40%;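 further: 0% = median of the plate's neutral control wells and 100% = double that signal; a rise in the Bmi1 reporter signal indicates esBAF inhibition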
S100A4 MyoIIA: blocks human S100A4 binding to myosin IIA peptide | 0.14% of 360,000 active | inhibition, % at 10.7 µM | S100A4/TAMRA-MyoIIA peptide fluorescence polarization | P26447;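 active means mean inhibition of at least 70% across replicates, with every replicate also reaching that level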
Target sequence (P26447 whole entry, looked up): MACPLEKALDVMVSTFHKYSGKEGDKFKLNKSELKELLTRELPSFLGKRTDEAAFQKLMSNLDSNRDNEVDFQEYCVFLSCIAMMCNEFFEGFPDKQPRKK
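Material: S100A4 monomer (human). Medium: Calcium-containing HEPES buffer, pH 7.2. Probe or stimulus: labelled myosin peptide probe, 5 nM. Compound dosing: one concentration per compound. Timing: polarization read 5 min after assay mix addition, stable 5–60 min. Benchmarks: DMSO as neutral control, TFP as positive control.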
RAD52 anneal inh: RAD52 (human) annealing inhibition. P43351. recombinant RAD52 DNA annealing, FRET fluorescence. inhibition, % at 18.7 µM. 0.46% of 360,000 active. AID 651710;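 active means every replicate showing at least 50% inhibition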
XiGFP reactiv: reactivates the inactive X chromosome in mouse fibroblasts; activation, % at 7.58 µM; XiGFP mouse fibroblasts, % GFP-positive cells imaging, 3 d; cells co-treated with 5-aza-dC sensitizer; scaled so ellipticine positive control = 100%; AID 743238; 0.055% of 360,000 active;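 active means mean normalized replicate activation at least 10% and every replicate at or above 10%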;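 further: 0% = median of on-plate neutral control wells and 100% = ellipticine 6 µM median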
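Assay system – SV40-immortalized XiGFP fibroblast cells, line 68-5-11 · Buffer or medium – DMEM supplemented with 5-aza-dC as sensitizing agent · Dosing – one concentration, pinned · Benchmarks – positive control ellipticine, 6 µM final · Times – 3 days compound exposure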
ERAP1 HTS inh: blocks human ERAP1 aminopeptidase activity; recombinant ERAP1, Leu-AMC fluorescence, 60 min; inhibition, % at 10.7 µM; 0.15% of 340,000 active; AID 652197;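 active means mean replicate inhibition of at least 30%, or all replicates individually reaching that 30% level; inactive means mean below 30% and not every replicate reaching it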;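 further: 0% = neutral control wells and 100% = L-leucinethiol positive control wells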
ERp5 inh: inhibitors of human ERp5; Q15084; ERp5 insulin aggregation, absorbance 650 nm, 90 min; inhibition, % at 9.99 µM; 0.05% of 350,000 active; AID 651711;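 active means mean replicate inhibition above about 25%, with every replicate also reaching it, limit read from the data, passing the limit was not always enough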
RAD54 branch: RAD54 (human) branch migration inhibition; Q92698; RAD54 Holliday junction branch migration, FAM/BHQ fluorescence; 0.14% of 360,000 active; inhibition, % at 10.4 µM;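 active means mean normalized replicate activity at least 40 and at least half of replicates scoring 40 or more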;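 further: 0% = median of neutral control wells and 100% = median of positive control wells; inhibitors cause a drop in the FAM fluorescence signal; in these data hits start at about 50%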
Target sequence (Q92698 whole entry, looked up): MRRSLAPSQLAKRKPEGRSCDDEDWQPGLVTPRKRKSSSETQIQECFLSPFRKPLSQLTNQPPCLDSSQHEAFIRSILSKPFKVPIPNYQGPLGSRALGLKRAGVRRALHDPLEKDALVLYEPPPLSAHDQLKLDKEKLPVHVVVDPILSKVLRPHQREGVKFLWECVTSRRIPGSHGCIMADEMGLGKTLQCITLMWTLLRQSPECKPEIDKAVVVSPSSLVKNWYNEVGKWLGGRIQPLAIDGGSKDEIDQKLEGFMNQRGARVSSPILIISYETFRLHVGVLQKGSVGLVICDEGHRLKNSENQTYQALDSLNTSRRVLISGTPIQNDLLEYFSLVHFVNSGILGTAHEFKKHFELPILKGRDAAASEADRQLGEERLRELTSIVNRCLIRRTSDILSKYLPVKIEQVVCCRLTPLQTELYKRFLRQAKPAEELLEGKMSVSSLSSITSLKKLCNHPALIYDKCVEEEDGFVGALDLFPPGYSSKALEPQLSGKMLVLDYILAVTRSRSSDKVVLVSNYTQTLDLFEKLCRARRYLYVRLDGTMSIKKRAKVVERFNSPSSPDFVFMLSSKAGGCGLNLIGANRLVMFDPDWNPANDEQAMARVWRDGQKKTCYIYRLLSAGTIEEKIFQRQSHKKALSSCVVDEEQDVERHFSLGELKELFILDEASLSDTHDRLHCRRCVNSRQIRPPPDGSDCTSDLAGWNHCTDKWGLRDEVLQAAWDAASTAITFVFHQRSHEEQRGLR
* = called active by the depositor; i = inactive; x = no result given.

SMILES	E-selectin induc	esBAF inh	S100A4 MyoIIA	RAD52 anneal inh	XiGFP reactiv	ERAP1 HTS inh	ERp5 inh	RAD54 branch
c1ccc(-c2ccc(-c3[nH]ncc3CN3CCC(N4CCSCC4)CC3)cc2)cc1	x	19	3	1	-0.1	16	1	3
O=C1Nc2ccc([N+](=O)[O-])cc2OC1CCN1CCCC1 (stereo unspecified)	-3.7	-8	0	-13	0.2	3	2	-1
C[C@@H]1CN([C@H](C)CO)C(=O)c2cc(NS(=O)(=O)c3cn(C)cn3)ccc2O[C@@H]1CN(C)Cc1ccccc1	-0.2	-3	11	1	0.2	-1	2	-3
COc1ccc(CN(C)C[C@@H]2Oc3ccc(NC(=O)c4ccncc4)cc3CC(=O)N([C@@H](C)CO)C[C@@H]2C)cc1	0.4	-1	-18	-13	-0.1	0	2	18
COc1ccc(C#Cc2cnc3c(c2)C(=O)N([C@@H](C)CO)C[C@@H](C)[C@@H](CN(C)C(=O)c2ccccc2F)O3)cc1	-0.2	-8	6	-11	0.9	-6	-4	-4
Cc1ccc(C(=O)NNC(=O)c2ccc(NS(=O)(=O)c3cccs3)cc2)s1	-0.7	1	1	-12	-0.2	0	-3	-4
CCc1ccc(NC(=O)C2CCN(S(=O)(=O)c3ccc4c(c3)NC(=O)CO4)CC2)cc1	0.0	x	-5	-9	0.0	1	-1	x
Cc1cc(Br)ccc1SCC(=O)N1CCN(S(=O)(=O)c2ccccc2)CC1	0.5	4	-4	-19	0.2	0	-1	-20
O=S(=O)([O-])CCC[n+]1c(SCCCS(=O)(=O)O)sc2ccc(Cl)cc21	x	x	-24	-7	0.3	4	-7	x
CC1CCCCC12NC(=O)N(CC(=O)OCC(=O)Nc1ccc(F)cc1[N+](=O)[O-])C2=O (stereo unspecified)	-0.1	-3	7	-16	-0.1	2	-1	-1
O=C(NCc1cccnc1)C1c2ccccc2C(=O)N1C1CCCCCC1 (stereo unspecified)	x	3	0	1	x	2	6	-3
COC1=CC(=Cc2c(N)n3nc(CC(=O)N4CCCCC4)sc3nc2=O)C=C(OC)C1=O	0.1	6	-5	i	0.3	0	3	-268
Cc1cn(-c2ccccc2)c(C)c1/C=N\Nc1nc(N2CCOCC2)nc(N2CCOCC2)n1	0.0	-12	0	-25	0.3	-2	1	x
Cc1ccc([N+](=O)[O-])cc1S(=O)(=O)Nc1ccc(N2CCOCC2)cc1	x	x	-2	-17	0.1	4	-2	x
Cc1ccc(S(=O)(=O)N(C)C[C@@H]2Oc3ccc(NS(=O)(=O)c4cccs4)cc3CC(=O)N([C@@H](C)CO)C[C@@H]2C)cc1	0.2	5	10	-2	-0.5	1	12	-10
C[C@@H]1CN([C@@H](C)CO)C(=O)c2cc(NS(=O)(=O)c3ccccc3)ccc2O[C@@H](C)CCCCO[C@H]1CN(C)S(=O)(=O)c1ccccc1	-0.2	-1	-16	-3	0.2	-1	-1	0
FC(F)(F)c1ccncc1-c1nnnn1-c1ccc(Cl)cc1	x	-6	-3	-2	-0.1	x	1	-6
Cc1ccc(S(=O)(=O)N2C[C@@H](C)[C@]3(C2)[C@H](O)[C@H](OC(=O)NCc2ccccc2)C[C@H]2C(=O)N(c4ccccc4)C(=O)[C@H]23)cc1	0.1	6	-13	-16	0.1	-3	2	-12
CC(C)c1ccc(NC(=O)Nc2nc(C(N)COCc3ccccc3)cs2)cc1 (stereo unspecified)	-0.3	-73	-7	-66	0.0	2	-11	7
O=C(Cc1cccs1)N1CCN(c2ccc([N+](=O)[O-])cc2)CC1	x	x	-2	-21	0.0	-1	4	x
CCCS(=O)(=O)NC(=O)C1(C)CCN(C(=O)c2ccc(C(=O)OC)cc2)C1 (stereo unspecified)	-0.2	-3	10	-8	0.2	-3	0	2
Cc1ccc(S(=O)(=O)N(C)C)cc1NC(=S)N1CCCCC1CO (stereo unspecified)	x	x	-11	-11	0.0	1	8	x
CSC1=NCCN1S(=O)(=O)c1ccc(NC(C)=O)cc1	x	x	-3	-11	0.7	1	0	x
Cc1nc(SCC(=O)N2CCNC2=O)c2ccccc2n1	-0.1	11	-3	-230	0.1	1	-11	-12
O=C(Nc1ccc(Cl)c(C(F)(F)F)c1)[C@@H]1CC=C[C@@H]2CCN(C3CCCCC3)C(=O)[C@@H]21	-0.2	-5	-6	-7	0.0	-1	3	-11
Cn1nc(C(=O)NCC2COc3ccccc3O2)c2ccccc2c1=O (stereo unspecified)	2.5	0	-4	-6	0.2	-3	6	-6
COc1ccc(CCNC(=S)NC2CCN(Cc3ccccc3)CC2)cc1	0.2	x	1	-24	0.2	-6	0	x
C[C@H](NC(=O)C[C@@H]1CC[C@@H](NC(=O)Nc2ccc3c(c2)OCO3)[C@@H](CO)O1)c1ccccc1	0.6	-3	-7	-8	-0.7	1	0	4
CCn1cc(CCC(=O)NC(C)c2ccccc2)c2ccccc21 (stereo unspecified)	1.8	-2	-1	-9	0.2	4	4	3
COc1cc(Cl)c(C)cc1NC(=O)CC1CCCC1	x	-6	-3	-5	0.0	3	3	9
C[C@@H]1CN([C@H](C)CO)S(=O)(=O)c2ccc(-c3ccccc3F)cc2O[C@H]1CN(C)C	-0.1	0	-6	9	-0.3	-10	-2	6
CCN(CC(=O)Nc1cccc(F)c1)Cc1nc2ccccc2c(=O)[nH]1	-1.3	2	1	-35	0.4	1	3	4
Cc1cc(C)cc(NC(=O)CSc2nc3ccccc3nc2N2CCCCC2)c1	-0.1	2	-9	-47	-0.3	-1	12	-3
CC(=O)Nc1ccc(S(=O)(=O)N(C)CC(=O)OCC(=O)NNC(=O)c2ccccc2F)cc1	0.0	-1	-2	-15	-0.1	1	-3	11
Cc1cc(C)cc(C(=O)N[C@@H](C)C(=O)N2CCC3(CC2)NCCc2[nH]cnc23)c1	x	-2	5	-4	0.3	-4	-1	8
COc1ccc(F)cc1S(=O)(=O)Nc1cc2c3c(c1)CCC(=O)N3CCC2	x	1	3	-3	0.4	-5	2	-2
CCCCC1(CC)COC(c2ccccc2)OC1 (stereo unspecified)	3.2	-5	-3	6	0.2	0	-2	8
Cc1ccc(C2=NCCn3c2c2ccc([N+](=O)[O-])cc2[n+]3[O-])cc1	-0.1	-2	-7	-41	0.0	0	3	-14
O=C(NCCS(=O)(=O)N1CCN(c2ccccc2F)CC1)c1cccc(Br)c1	0.1	-8	-7	-11	0.0	-2	2	5
Cc1ccccc1-c1nsc(SCC(=O)c2ccc(Cl)cc2)n1	-1.7	x	-2	-4	-0.1	11	-1	x

Reprinted from the part before: four entries, then new ones.
SMILES	E-selectin induc	esBAF inh	S100A4 MyoIIA	RAD52 anneal inh	XiGFP reactiv	ERAP1 HTS inh	ERp5 inh	RAD54 branch
CCCCC1(CC)COC(c2ccccc2)OC1 (stereo unspecified)	3.2	-5	-3	6	0.2	0	-2	8
Cc1ccc(C2=NCCn3c2c2ccc([N+](=O)[O-])cc2[n+]3[O-])cc1	-0.1	-2	-7	-41	0.0	0	3	-14
O=C(NCCS(=O)(=O)N1CCN(c2ccccc2F)CC1)c1cccc(Br)c1	0.1	-8	-7	-11	0.0	-2	2	5
Cc1ccccc1-c1nsc(SCC(=O)c2ccc(Cl)cc2)n1	-1.7	x	-2	-4	-0.1	11	-1	x
Cc1cccc2[nH]c(CN(C)C(=O)C3CCC(=O)N(CCc4ccccc4)C3)nc12 (stereo unspecified)	0.4	-8	-5	-8	0.0	-1	7	4
O=[N+]([O-])c1cccc(S(=O)(=O)N2CN(c3ccc(Br)cc3)c3nc4ccccc4nc32)c1	-0.3	21	-3	-3	0.3	0	5	0
CC(C)CN1CCC(C(=O)NC(c2ccc(F)cc2)c2ccc3ccccc3n2)CC1 (stereo unspecified)	1.1	17	-5	-49	0.0	-2	-6	2
CCN(CC(=O)Nc1ccccc1C(F)(F)F)C(=O)c1ccc(=O)n(Cc2ccccc2)n1	-2.5	x	-1	-8	0.2	-3	-15	-1
CCN1CCN(c2nc3ccccn3c(=O)c2C=O)CC1	x	-2	-23	-9	0.1	-1	4	11
Cc1onc(-c2ccccc2)c1C(=O)N1CCOC12CCN(c1cccc(F)n1)CC2	x	-3	2	-11	0.0	-1	-4	2
O=C(NC1=NCCS1)c1cccc(S(=O)(=O)N2CCc3ccccc32)c1	-0.2	x	2	-40	0.0	0	2	x
COc1cccc(C2SCC(=O)N2c2ccc(Cl)cc2)c1OC (stereo unspecified)	x	-9	-8	-9	0.1	3	-7	4
C[C@H](CO)N1C[C@H](C)[C@@H](CN(C)C(=O)Nc2ccc(C(F)(F)F)cc2)Oc2ccc(NC(=O)Cn3cnnn3)cc2CC1=O	-7.4	-2	-4	18	-1.2	1	1	-1
C[C@H](CO)N1C[C@H](C)[C@H](CN(C)C(=O)Nc2cc(F)ccc2F)Oc2ncc(-c3cccc(F)c3)cc2C1=O	-0.1	-5	-14	0	-0.9	0	-3	-4
CC1CN(S(=O)(=O)c2cccc(C(=O)NCC3COc4ccccc4O3)c2)CC(C)O1 (stereo unspecified)	-0.8	-13	-3	-17	0.2	-4	4	8
CCCCn1nnnc1C1(C)CCC(=O)N1Cc1cccnc1 (stereo unspecified)	0.1	x	-2	-13	-0.1	-5	6	x
COc1cccc(C#Cc2ccc([C@H]3[C@@H](C#N)N(C(=O)C4CCC4)[C@@H]3CO)cc2)c1	0.0	-9	-5	6	-0.1	1	5	-8
COc1ccc(CN2CC[C@H]3C=CC[C@@H](C(=O)NCCc4ccccc4)[C@H]3C2=O)cc1OC	-0.2	10	1	-7	-0.2	1	0	-13
O=C(COc1ccc(Cl)cc1Cl)Nc1ccc(C(=O)Nc2ccccc2C(=O)O)cc1	0.0	1	3	-18	0.0	2	3	-6
CCCC(=O)N1CCN(c2nnc(-c3ccccc3)c3ccccc23)CC1	x	5	-2	-13	0.1	-3	3	10
C[C@@H]1CN([C@@H](C)CO)C(=O)c2cccc(NC(=O)NC3CCCCC3)c2O[C@@H]1CN(C)S(=O)(=O)c1cccs1	0.0	0	-3	-10	-0.2	1	-3	0
COc1ccc(CN(C)C[C@H]2Oc3ccc(NC(=O)CCC(F)(F)F)cc3C(=O)N([C@@H](C)CO)C[C@@H]2C)cc1	x	-3	11	6	0.1	0	4	-12
CCCS(=O)(=O)n1nc(-c2ccc(C)cc2)cc1N	3.9	25	1	2	0.4	-2	3	-1
COc1ccc(Cc2nc(-c3cccnc3)no2)cc1OC	4.1	x	2	-1	0.0	-1	-2	x
CN(Cc1ccc2c(c1)OCO2)C(=O)c1cc(-c2ccccc2)c(N2CCOCC2)s1	-1.3	-5	2	-3	-0.1	4	3	-4
COc1ccc(CN2CCCC(C(=O)N3CCCC3)C2)c(OC)c1 (stereo unspecified)	x	-5	4	-1	0.0	-2	-4	6
Cc1ccccc1OCC(=O)NC1=NCCS1	x	44*	1	-3	x	0	-1	-7
COc1ccc(CCN2C(=O)c3ccccc3NC2c2cc(Cl)c(O)c(OC)c2)cc1 (stereo unspecified)	2.0	-10	-3	2	0.0	4	0	-5
Cc1cc(C)n(-c2ccc([N+](=O)[O-])cc2-c2nn[nH]n2)n1	x	x	4	0	0.0	0	1	x
